# Assay outcomes from PubChem.
# Tb MetRS inh: T. brucei MetRS inhibitors, primary screen, biochemical, luminescence; purified T. brucei MetRS, ATP depletion, Kinase-Glo luminescence; 360,000 tested, 0.4% active; inhibition, % at 11.9 µM;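 active means inhibition above a per-plate cutoff of the control wells' mean inhibition plus 3 SD, cut at about 5.5% in these data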;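 further: 0% = DMSO wells median and 100% = median of wells with control inhibitor compound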
#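 assay system = parasite MetRS enzyme | timing = 15 min preincubation, 2 h reaction, all 25 °C | evaluation = percent inhibition relative to median high and low control wells | medium = HEPES buffer containing pyrophosphatase, BSA, spermine, DTT | compound = single dose, 11.9 µM final nominal, 0.9% final DMSO | detection = Kinase-Glo luminescence, ATP depletion format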
# STEP inh: STEP phosphatase inhibitors, primary screen, biochemical, fluorescence intensity, uHTS; Tyrosine-protein phosphatase non-receptor type 5 (Homo sapiens), P54829; recombinant STEP, OMFP fluorogenic substrate; inhibition, % at 20 µM; 360,000 tested, 0.25% active; AID 588621, 2011;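 active means inhibition at 20 µM, scaled per plate between control wells, above about 37%, limit read from the data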;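 further: 0% = DMSO with enzyme and substrate and 100% = substrate only without enzyme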
#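 Material: STEP (striatal-enriched tyrosine phosphatase) enzyme, cell-free | Medium: 50 mM Bis-Tris pH 6.0 with 2.5 mM DTT and 0.005% Tween 20 | Read-out: Percent inhibition scaled to no-enzyme and uninhibited-enzyme controls, plate-pattern corrected | Signal: Fluorescence read at 480 nm ex / 540 nm em | Times: 20 min reaction, room temperature, in the dark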
# CSN deneddyl inh: inhibitors of CSN-mediated cullin deneddylation, primary screen, biochemical, fluorescence polarization, uHTS; Purified CSN, SCF-Nedd8-OG deneddylation; inhibition, % at 12.5 µM; 360,000 tested, 0.38% active;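 active means pattern-corrected inhibition above about 35%, with an unprinted fluorescence ratio check between 0.5 and 1.5, limit read from the data, passing the limit was not always enough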;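 further: 0% = enzyme with substrate and 100% = substrate without enzyme; some results filed as inactive read as strong as hits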
#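 Assay system: HEK293T-derived human Csn5 enzyme; quantity: 0.24 nM enzyme; medium: Tris/NaCl/DTT buffer, pH 7.5; also added: substrate SCFSkp2-Nedd8OG, 10 nM; doses: 12.5 µM compound; schedule: 90 min reaction at room temperature; signal: FP; read-out: % inhibition of substrate cleavage by Csn5; benchmarks: substrate-only high control, full reaction low control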
# MLLE-PAM2 inh: inhibitors of PABP1 MLLE–PAM2 peptide binding, primary screen, biochemical, fluorescence polarization, FITC-PAM2, GST-MLLE; Polyadenylate-binding protein 1 (Homo sapiens), P11940; inhibition, % at 20 µM; 360,000 tested, 0.36% active; in the data active means inhibition above about 35%, passing the limit was not always enough;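 further: plate controls were DMSO wells with GST-MLLE for no effect and wells lacking GST-MLLE protein for full effect; some results filed as inactive read as strong as hits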
# Target sequence (P11940 whole entry, looked up): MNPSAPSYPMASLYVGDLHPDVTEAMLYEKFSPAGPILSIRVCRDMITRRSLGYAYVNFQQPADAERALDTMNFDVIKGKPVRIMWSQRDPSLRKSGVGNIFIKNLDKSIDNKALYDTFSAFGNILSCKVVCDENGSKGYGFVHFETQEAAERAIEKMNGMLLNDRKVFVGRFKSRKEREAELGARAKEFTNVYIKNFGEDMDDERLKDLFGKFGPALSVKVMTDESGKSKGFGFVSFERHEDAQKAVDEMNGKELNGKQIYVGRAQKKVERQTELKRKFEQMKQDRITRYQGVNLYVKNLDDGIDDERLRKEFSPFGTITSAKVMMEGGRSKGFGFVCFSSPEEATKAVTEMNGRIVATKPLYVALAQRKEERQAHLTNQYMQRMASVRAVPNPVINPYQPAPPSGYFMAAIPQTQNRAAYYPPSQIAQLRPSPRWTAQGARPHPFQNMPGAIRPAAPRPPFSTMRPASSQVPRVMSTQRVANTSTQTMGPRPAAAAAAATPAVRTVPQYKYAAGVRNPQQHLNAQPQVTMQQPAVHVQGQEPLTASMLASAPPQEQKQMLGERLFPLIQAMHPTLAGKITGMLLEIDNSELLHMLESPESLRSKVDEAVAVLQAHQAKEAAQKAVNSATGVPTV
# DNMT1 block: human DNMT1 methyltransferase inhibitors, primary screen, biochemical, molecular beacon, fluorescence, HinP1I cleavage, uHTS; inhibition (reported as % activation of signal), % at 10 µM; 360,000 tested, 0.83% active; in the data active means inhibition above about 50%
# Rpn11 inh: Rpn11 (PSMD14) deubiquitinase inhibitors, primary screen, biochemical, fluorescence polarization, uHTS. 26S proteasome non-ATPase regulatory subunit 14 (Homo sapiens), O00487. 360,000 tested, 0.59% active. AID 588493, 2011. human 26S proteasome, Ub4-pepOG fluorescence polarization; 20S core pre-blocked with epoxomicin. calls only at 20 µM;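 active means inhibition at 20 µM, scaled to each plate's controls, above about 33%, limit read from the data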
# Target sequence (O00487 whole entry, looked up): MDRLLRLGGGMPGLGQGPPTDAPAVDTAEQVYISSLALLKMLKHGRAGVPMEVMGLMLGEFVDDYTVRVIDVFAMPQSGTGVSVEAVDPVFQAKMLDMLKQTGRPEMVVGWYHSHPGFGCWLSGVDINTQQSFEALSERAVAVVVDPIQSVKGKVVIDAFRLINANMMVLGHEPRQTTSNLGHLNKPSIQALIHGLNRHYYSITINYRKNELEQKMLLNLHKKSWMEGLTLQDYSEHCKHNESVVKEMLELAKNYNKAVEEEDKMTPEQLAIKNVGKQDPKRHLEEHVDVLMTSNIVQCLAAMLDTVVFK
# Scp-1 inhibitor: Scp-1 phosphatase inhibitors, primary screen, biochemical, colorimetric, uHTS | Carboxy-terminal domain RNA polymerase II polypeptide A small phosphatase 1 (Homo … | Recombinant Scp1, phosphopeptide, malachite green phosphate absorbance | inhibition, % at 20 µM | 340,000 tested, 0.88% active | AID 493091, 2011;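 active means inhibition above about 50% at 20 µM, limit read from the data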;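 further: plate controls were DMSO wells with enzyme for no effect and wells lacking enzyme for full effect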
#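 Assay system: SCP-1 catalytic fragment, aa 76-261 | Buffer or medium: Tris acetate buffer pH 5.5 with MgCl2 and Tween-20 | Compound: One concentration, 20 µM, with 1.0% DMSO | Also added: Phospho 17-mer peptide substrate | Signal: Absorbance at 630 nm | Incubation: 45 min enzyme reaction at room temperature | Measure: % inhibition of SCP-1 phosphate liberation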
# NadD inh: inhibitors of S. aureus NadD, primary screen, biochemical, colorimetric, uHTS. 360,000 tested, 0.78% active. Nicotinate-nucleotide adenylyltransferase NadD (Staphylococcus aureus N315). AID 602399, 2012. purified NadD enzyme, colorimetric absorbance read-out. inhibition, % at 20 µM; in the data active means inhibition above about 26%; further: some compounds past the cut are filed as inactive
# SUMO1 PPI mod: modulators of SUMO1 protein-protein interactions, primary screen, biochemical, uHTS. SUMO1 binding to a labelled peptide, TR-FRET, 1 h. 360,000 tested, 0.33% active. inhibition, % at 20 µM. Small ubiquitin-related modifier 1 (Homo sapiens), P63165; in the data active means inhibition above about 37%
# Target sequence (P63165 whole entry, looked up): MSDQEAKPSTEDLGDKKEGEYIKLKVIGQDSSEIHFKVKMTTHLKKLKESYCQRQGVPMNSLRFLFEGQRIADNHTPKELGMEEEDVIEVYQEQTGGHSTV
# LMPTP block: LMPTP phosphatase inhibitors, primary screen, biochemical, fluorescence intensity, uHTS | Low molecular weight phosphotyrosine protein phosphatase (Homo sapiens), P24666 | recombinant LMPTP-A, OMFP fluorogenic substrate | inhibition, % at 20 µM | 360,000 tested, 0.22% active | AID 651560, 2012;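 active means compounds that cut the enzyme signal by at least half of the control window in the single-dose screen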;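 further: plate controls were DMSO wells with enzyme plus substrate for no effect and substrate without enzyme for full effect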
#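 test system = LMPTP-A | amount = 0.625 nM LMPTP-A final | reagent = fluorogenic phosphatase substrate OMFP at 400 µM final | incubation = 50 min at room temperature | benchmarks = no-enzyme low control, uninhibited high control | medium = Bis-Tris pH 6.0, DTT, detergent | signal = fluorescence intensity of OMFP turnover product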
# An asterisk follows results filed as active; i = inactive; / = not tested or not shown.
# Start of the data: the first ten entries, to show the layout:
entry	Compound	SUMO1 PPI mod	Tb MetRS inh	DNMT1 block	CSN deneddyl inh	NadD inh	Rpn11 inh	Scp-1 inhibitor	LMPTP block	MLLE-PAM2 inh	STEP inh
1	COc1ccc(N2CCN(CCCNC(=O)C(=O)c3c(C)n(C)c4ccccc34)CC2)cc1	-5	-0.5	-2	1	-4	i	-9	-1.8	-7	-2
2	Fc1cccc(CSc2nc3ncccc3[nH]2)c1	0	0.5	0	-2	-1	i	1	-1.4	-31	0
3	O=C(COC(=O)c1ccccn1)NNC(=O)c1ccc(Br)cc1	0	-0.5	1	0	6	i	-8	-1.9	-3	-1
4	Cc1nc(SCC(=O)NC(=O)NCc2ccccc2)nc(C)c1C	-3	-0.2	-1	2	-7	i	-1	-1.6	2	4
5	CC(C(=O)NCc1cccs1)n1cccc1 (centres undefined)	-7	-0.2	0	2	4	i	-5	-3.3	-7	-2
6	CSc1ccccc1C(=O)NCc1cccnc1	-3	-0.2	1	-10	-3	i	-5	-1.9	0	-4
7	COc1ccc(CC(=O)Nc2nc(OCC(F)(F)F)cnc2-c2ccc(Cl)cc2Cl)cc1	1	-0.1	11	1	-7	i	/	0.2	-5	-3
8	Cc1cc(Br)c2c(c1)=C(c1sc(N3CCCCCC3)nc1O)C(=O)N=2	-6	0.4	42	-4	-1	i	0	1.8	7	2
9	CSc1ccccc1NC(=O)CN(C)Cc1ccc(Br)cc1	-7	-0.6	0	2	-2	i	-4	2.2	5	2
10	CCC1=C(OC(=O)N(CC)CC)N2C(=O)OC(=NCCc3c[nH]c4ccccc34)[C@]2(Cc2ccccc2)[C@H]2C1=CC[C@H]1C(=O)NC(=O)[C@H]12	-3	-0.3	-6	2	9	i	-7	0.8	-12	2

# The whole of this part, from the first entry:
entry	Compound	SUMO1 PPI mod	Tb MetRS inh	DNMT1 block	CSN deneddyl inh	NadD inh	Rpn11 inh	Scp-1 inhibitor	LMPTP block	MLLE-PAM2 inh	STEP inh
1	COc1ccc(N2CCN(CCCNC(=O)C(=O)c3c(C)n(C)c4ccccc34)CC2)cc1	-5	-0.5	-2	1	-4	i	-9	-1.8	-7	-2
2	Fc1cccc(CSc2nc3ncccc3[nH]2)c1	0	0.5	0	-2	-1	i	1	-1.4	-31	0
3	O=C(COC(=O)c1ccccn1)NNC(=O)c1ccc(Br)cc1	0	-0.5	1	0	6	i	-8	-1.9	-3	-1
4	Cc1nc(SCC(=O)NC(=O)NCc2ccccc2)nc(C)c1C	-3	-0.2	-1	2	-7	i	-1	-1.6	2	4
5	CC(C(=O)NCc1cccs1)n1cccc1 (centres undefined)	-7	-0.2	0	2	4	i	-5	-3.3	-7	-2
6	CSc1ccccc1C(=O)NCc1cccnc1	-3	-0.2	1	-10	-3	i	-5	-1.9	0	-4
7	COc1ccc(CC(=O)Nc2nc(OCC(F)(F)F)cnc2-c2ccc(Cl)cc2Cl)cc1	1	-0.1	11	1	-7	i	/	0.2	-5	-3
8	Cc1cc(Br)c2c(c1)=C(c1sc(N3CCCCCC3)nc1O)C(=O)N=2	-6	0.4	42	-4	-1	i	0	1.8	7	2
9	CSc1ccccc1NC(=O)CN(C)Cc1ccc(Br)cc1	-7	-0.6	0	2	-2	i	-4	2.2	5	2
10	CCC1=C(OC(=O)N(CC)CC)N2C(=O)OC(=NCCc3c[nH]c4ccccc34)[C@]2(Cc2ccccc2)[C@H]2C1=CC[C@H]1C(=O)NC(=O)[C@H]12	-3	-0.3	-6	2	9	i	-7	0.8	-12	2

# Further compounds follow.
entry	Compound	SUMO1 PPI mod	Tb MetRS inh	DNMT1 block	CSN deneddyl inh	NadD inh	Rpn11 inh	Scp-1 inhibitor	LMPTP block	MLLE-PAM2 inh	STEP inh
11	Cc1ccc(NC(=O)CSC(C)C(=O)OC(C)C(=O)NC2CCCCC2C)cc1 (centres undefined)	0	-0.2	-4	1	-5	i	-5	0.2	15	0
12	Cc1ccccc1NS(=O)(=O)c1cc(S(C)(=O)=O)ccc1Cl	1	-0.5	-2	4	-4	i	-11	-0.3	1	-2
13	C=CCOC(=O)C(=O)/C=C/c1ccc2c(c1)Cc1ccccc1-2	3	-0.4	17	1	4	i	-11	0.6	-1	0
14	CC1CCC(NC(=O)CN(C)S(=O)(=O)c2ccc3c(c2)CCC(=O)N3)CC1 (centres undefined)	0	-0.3	0	2	-3	i	-3	-0.5	0	-1
15	CCN(CC)C(=O)C1CCN(C(=O)c2oc3ccc(C)cc3c2C)CC1	3	-0.4	-2	1	-5	i	-7	-0.9	3	-3
16	CCOc1c(C(N)=O)cc([N+](=O)[O-])cc1[N+](=O)[O-]	-23	-0.3	2	4	-4	i	-1	-3.2	-3	-1
17	CN(C)c1ccc(/C=N/NC(=O)c2cc(-c3ccc4c(c3)OCO4)n[nH]2)cc1	7	-0.6	0	42*	9	/	-14	21	-10	13
18	COc1ccnc2c1c(=O)n(Cc1ccc(Cl)cc1Cl)c(=O)n2C	0	-0.3	-3	5	-1	i	-7	-0.8	1	3
19	CCOc1ccccc1NC(=O)CSc1ncnc2c1oc1ccccc12	i	-0.7	-3	-6	-11	i	-4	2.3	-4	1
20	COc1cccc(C(=O)N/N=C/c2cn[nH]c2-c2ccc(OC)cc2OC)c1	3	-1.5	-2	2	3	i	-2	-0.7	1	-2

# Going on with the list.
entry	Compound	SUMO1 PPI mod	Tb MetRS inh	DNMT1 block	CSN deneddyl inh	NadD inh	Rpn11 inh	Scp-1 inhibitor	LMPTP block	MLLE-PAM2 inh	STEP inh
21	O=C(Cc1ccccc1[N+](=O)[O-])Nc1ccccc1C(=O)N1CCCC1	-8	0.5	1	-6	-3	i	-4	0.3	15	-3
22	CCCOc1ccc(OCCOCCNCc2ccccc2)cc1	-2	-0.6	-4	-20	-9	i	-8	-0.1	6	1
23	COCCn1c(SCC(=O)NC2(C#N)CCCCC2)nc2ccccc2c1=O	-1	-0.6	-2	0	0	i	-2	-1.5	5	-6
24	O=C(NCc1ccccc1)C1CCN(S(=O)(=O)c2cccc3cccnc23)CC1	11	-0.6	6	-2	-5	i	-6	-1.8	12	-2
25	Cc1ccc(C(c2sc3nc(C)nn3c2O)N2CCN(C(=O)c3ccco3)CC2)cc1 (centres undefined)	3	-0.4	-2	2	4	i	-15	1.2	-3	0
26	COCc1cc(=O)n2[nH]c(C(F)(F)F)nc2n1	1	-0.2	0	6	2	i	3	-0.1	5	-3
27	CC(C)OCCCNC(=O)c1c(N)n(/N=C/c2cccs2)c2nc3ccccc3nc12	-4	-0.8	60*	41*	-7	i	-7	-0.3	4	-1
28	CN(C(=O)c1ccc(NC(=O)C2CCCN(C(=O)OC(C)(C)C)C2)cc1)C1CC1 (centres undefined)	2	0.1	5	-1	-1	i	6	-0.7	2	0
29	CCCCNC(=O)C1(C)CCN1C(=O)c1cc(-c2ccccc2)cs1 (centres undefined)	-2	-0.3	-1	0	-1	i	/	0.1	-12	2
30	CCOC(=O)CSc1ncnc2c1nnn2-c1ccc(F)cc1	-10	-1.0	2	3	0	i	-2	0.3	14	2

# Later entries
entry	Compound	SUMO1 PPI mod	Tb MetRS inh	DNMT1 block	CSN deneddyl inh	NadD inh	Rpn11 inh	Scp-1 inhibitor	LMPTP block	MLLE-PAM2 inh	STEP inh
31	CCN1C(=O)/C(=C/C2=Cc3ccccc3OC2C)SC1=S (centres undefined)	-26	-0.5	8	26	-3	/	-7	3.5	-124	-2
32	COc1ccc(CN2C(=S)NC(C)(C)CC2(C)O)cc1 (centres undefined)	-3	-0.3	7	-15	0	i	-8	1.0	-59	-2
33	CCS(=O)(=O)c1ccc2oc(SCC(=O)c3c(N)n(C4CC4)c(=O)[nH]c3=O)nc2c1	0	-0.3	2	-5	-1	i	-10	-0.7	-2	0
34	COc1ccc(C(C)NC(=O)c2cccc([N+](=O)[O-])c2)cc1OC (centres undefined)	-24	-0.3	1	-4	0	i	-8	-1.3	-4	-2
35	Cc1ccccc1C(=O)N1CCC(C(=O)OCc2ccccc2Cl)CC1	3	-0.2	0	3	2	i	-10	0.0	-1	1
36	CC(C)(C)CNC(=O)c1cc2c(Br)ccc(Br)c2nc1N	-6	-0.8	/	-2	9	/	/	-0.8	/	/
37	O=C(Nc1cc(Cl)ccc1N1CCOCC1)C1CC1	1	0.0	2	-1	-3	i	-3	1.2	-6	5
38	CSc1nc2ccc(NC(=O)C3CC(=O)N(Cc4ccco4)C3)cc2s1 (centres undefined)	11	-0.3	-6	2	0	i	1	0.3	-6	1
39	CN(C)N1C(N)=C(C#N)C(c2ccc3c(c2)OCO3)C2=C1CC(C)(C)CC2=O (centres undefined)	2	-0.1	-1	-1	-1	i	-15	0.3	-7	0
40	C[C@@H]1CCCCO[C@@H](CN(C)Cc2ccncc2)[C@@H](C)CN([C@H](C)CO)C(=O)c2cc(NC(=O)c3ccccc3)ccc2O1	2	-1.4	4	3	1	i	/	-2.7	0	0
41	CCCCn1nnnc1SCC(=O)c1ccc(C)c(C)c1	2	0.1	-1	4	-6	i	-8	1.3	-59	-3
42	Cc1ccc2nc(-c3ccccc3)c(-c3ccccc3)nc2c1	-14	-0.5	3	3	-3	i	-3	1.1	4	2
43	CC(NC(=O)COc1cccnc1[N+](=O)[O-])c1ccc(Cl)cc1 (centres undefined)	-11	-0.1	-1	4	-5	i	-4	1.3	-15	0

# Compounds were not picked by outcome. About 3.6% of those tested had a hit in this group.
